NPYLR7 ag – mosquito NPYLR7 agonism | activation, % at 10 µM | HEK293T NPYLR7/Galpha15, GCaMP6s calcium fluorescence | 0.15% of 270,000 active | AID 1259423; in the data active = activation above about 40%;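 also: 0% = vehicle and 100% = reference agonist at the receptor; some compounds past the cut are filed as inactive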
hcGAS lum – blocks human cGAS activity. 0.081% of 290,000 active. recombinant h-cGAS, ATP depletion, Kinase-Glo luminescence. Q8N884. inhibition, % at 12.5 µM;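 also: 0% = vehicle reaction and 100% = reaction without DNA for no activity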
Target sequence (Q8N884 whole entry, looked up): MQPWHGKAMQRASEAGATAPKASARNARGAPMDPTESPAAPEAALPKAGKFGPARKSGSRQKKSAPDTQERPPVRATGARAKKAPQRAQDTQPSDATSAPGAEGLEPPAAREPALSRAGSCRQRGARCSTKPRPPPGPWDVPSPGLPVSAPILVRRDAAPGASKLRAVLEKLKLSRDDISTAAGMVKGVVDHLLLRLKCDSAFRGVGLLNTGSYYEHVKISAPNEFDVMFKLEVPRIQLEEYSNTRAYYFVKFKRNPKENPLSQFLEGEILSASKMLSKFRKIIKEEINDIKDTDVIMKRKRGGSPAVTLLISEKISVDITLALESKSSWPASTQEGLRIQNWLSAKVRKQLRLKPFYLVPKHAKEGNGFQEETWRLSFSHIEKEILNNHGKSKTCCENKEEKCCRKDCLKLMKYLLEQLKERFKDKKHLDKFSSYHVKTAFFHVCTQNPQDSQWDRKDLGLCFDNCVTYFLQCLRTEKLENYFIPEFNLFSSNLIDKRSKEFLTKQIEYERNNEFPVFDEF
mcGAS lum – mouse cGAS inhibition by luminescence; Q8C6L5; recombinant cGAS, Kinase-Glo ATP depletion luminescence; inhibition, % at 12.5 µM; 0.15% of 160,000 active;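 also: 0% = negative control wells and 100% = reference inhibitor with no enzyme activity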
Numbers without * were called inactive; x = no result given; & = joins results of further samples. Rule as the data show it, unless noted: active = inhibition above about 40%; inactive = the rest.

SMILES | NPYLR7 ag | hcGAS lum | mcGAS lum
COc1ccc(-c2nc(CN(C)C(C)c3ccon3)c(C)o2)cc1OC (stereo not given) | 5.5 | -1.9 | -4.9
CCC(C(=O)N1CCSC1c1ccccc1OCc1ccccc1)c1ccccc1 (stereo not given) | 5.3 | -5.6 | -5.2
c1ccc2sc(-c3cncc(CN4CCCC4)c3)cc2c1 | 6.0 | -4.7 | x
O=C(COc1ccc(Cl)cc1)N1CCCC(OCc2cccc(C(F)(F)F)c2)C1 (stereo not given) | -4.7 | 0.0 | x
CCOC(=NCCN1CCOCC1)NC(=O)c1ccc(Cl)c(Cl)c1 | 16.7 | -0.9 | -4.4
O=C(/C=C/C=C/c1ccc2c(c1)OCO2)N1CCCCC1 | -9.7&-5.8 | -1.2&-4.0 | x
CCc1c(C(=O)N(C)Cc2ccccc2)c(CC(C)C)nn1-c1ccc(C)cc1 | -7.1 | -1.3 | 0.0
CC1C(=O)N2CCCc3cc(NC(=O)c4cc(Cl)ccc4Cl)cc1c32 (stereo not given) | 5.3 | -3.4 | x
O=S(=O)(C1=Cc2ccccc2CC1)N1CCC(c2nc3ccccc3s2)CC1 | -3.0 | 2.5 | x
O=C(NCC1CCCO1)c1cccnc1N1CCN(C(=O)NCCc2ccccc2F)CC1 (stereo not given) | -1.7 | -0.1 | -1.8
COC(=O)c1cccc(N2C(=O)C3C4C=CC(C4=C(C)C)C3C2=O)c1 (stereo not given) | -1.8 | -2.4 | -4.2
COc1cc(-c2c(-c3ccccc3)ncn2CC(N)=O)c(OC)cc1SC | -3.5 | -6.5 | x
Cc1nnc2ccc(C(=O)N(C3CC3)C(C)c3ccccc3F)cn12 (stereo not given) | -4.3 | -5.0 | x
O=C1C=C(NCc2ccco2)CCC1 | 13.0 | -6.1 | x
COc1ccc(CCN(C)C(=O)CC2Cc3ccccc3C2)cc1OC | -8.0 | -3.5 | x
Fc1ccc(-c2[nH]ncc2CN(Cc2ccccn2)Cc2ccco2)cc1 | x | -6.5 | -11.8
COc1ccc(OCC(=O)Nc2cc(-c3cccs3)nn2-c2nc(C)cc(=O)[nH]2)cc1 | 0.0 | -8.4 | x
CN(C)c1ncc(CNC2CC(C)(C)Cc3c2cnn3-c2ccc(F)cc2)s1 (stereo not given) | 16.1 | -10.5 | -11.6
COc1ncccc1NC(=O)c1ccc(CN2C[C@@H](C)O[C@@H](C)C2)cc1 | 6.9 | -6.1 | -17.9
CCNC(=O)C1CCN(C(=O)c2coc(COc3ccc4ncccc4c3)n2)C1 (stereo not given) | -3.2 | -4.9 | x
Cc1cc([N+](=O)[O-])c2[nH]c3c(c2c1)CCNC3=O | -7.2 | 9.5 | -4.3
COCc1nnc2c3ccc(Cl)cc3nc(N3CCN(C(=O)c4c(F)cccc4F)C(C)C3)n12 (stereo not given) | x | -4.6 | -4.6
CN(CCc1ccccn1)C(=O)c1ccc(-c2cc(-c3ccc(Cl)cc3)[nH]n2)cc1 | -12.7 | -1.2 | 3.1
NC(=O)C1CCN(C(=O)c2cc(-c3ccccc3F)nc3cc(-c4ccccc4)nn23)CC1 | 15.2 | -6.3 | -3.4
CCOc1ccccc1Oc1c(C)oc2c3c(ccc2c1=O)OCN(CCOC)C3 | -7.7 | -9.1 | -11.1
CC1(C(=O)NCc2ccc(Cl)cc2)CCN1C(=O)CCc1cccs1 (stereo not given) | 9.5 | -8.5 | -3.6
CCOC(=O)c1nn(-c2cccc(C)c2)c(=O)c2c(NC(=O)CCc3ccc(OC)cc3)scc12 | 1.4 | -3.2 | -6.5
Cc1ccc(Cl)cc1NC(=O)CCc1cccnc1 | 1.3 | -16.4 | x
Cc1nc(NCC2(O)CCC(F)(F)CC2)cc(C2CCOC2)n1 (stereo not given) | x | -7.8 | -6.0
COc1cc(C(=O)Nc2nc3ccc4ccccc4c3s2)cc(OC)c1OC | -6.6 | -6.0 | -5.1
CCOc1ccccc1NC(=O)Nc1ccc(N2CCN(c3ccccc3OC)CC2)c(C(=O)NCCN2CCOCC2)c1 | -1.0 | 0.7 | -2.4
O=C(CN1C(=O)CCC1=O)NCc1cc(-c2ccc3c(c2)OCCO3)on1 | 1.5 | -1.6 | x
O=C(CCc1nnc(-c2ccc3c(c2)OCO3)o1)NCc1ccsc1 | 24.1 | -11.6 | x
CC(C)C(=O)Nc1c(-c2ccc3c(c2)OCO3)c(=O)c2ccccc2n1C | 3.7 | 2.0 | x
Cc1cc(C(=O)N2CCN(CC(OCc3ccc(C#N)cc3)c3cccc(N4CCCC4)c3)CC2)c(C)o1 (stereo not given) | x | -3.6 | -6.6
O=C(c1cnn(-c2cccc(F)c2)c1-c1ccccc1)N1CCCC1 | 35.0 | -9.3 | -4.5
COc1ccc(N2C(=O)CSC2c2cccnc2)cc1Cl (stereo not given) | -6.8 | -7.4 | x
Cn1nnc2c(N3CCN(C(=O)CC(C)(C)C)CC3)ncnc21 | 6.0 | -6.6 | x
CC(NC(=O)Nc1ccccc1)C(=O)OC(C)C(=O)N1C(C)CCCC1C (stereo not given) | -1.8 | -0.6 | x
COc1ccc(C(=O)N(Cc2cccc(F)c2)Cc2cc(NC(=O)C3CCC3)ccc2N(C)C)cc1 | 14.7 | -5.9 | -5.8

A portion from the list above:
SMILES | NPYLR7 ag | hcGAS lum | mcGAS lum
CC(C)C(=O)Nc1c(-c2ccc3c(c2)OCO3)c(=O)c2ccccc2n1C | 3.7 | 2.0 | x
Cc1cc(C(=O)N2CCN(CC(OCc3ccc(C#N)cc3)c3cccc(N4CCCC4)c3)CC2)c(C)o1 (stereo not given) | x | -3.6 | -6.6
O=C(c1cnn(-c2cccc(F)c2)c1-c1ccccc1)N1CCCC1 | 35.0 | -9.3 | -4.5
COc1ccc(N2C(=O)CSC2c2cccnc2)cc1Cl (stereo not given) | -6.8 | -7.4 | x
Cn1nnc2c(N3CCN(C(=O)CC(C)(C)C)CC3)ncnc21 | 6.0 | -6.6 | x
CC(NC(=O)Nc1ccccc1)C(=O)OC(C)C(=O)N1C(C)CCCC1C (stereo not given) | -1.8 | -0.6 | x
COc1ccc(C(=O)N(Cc2cccc(F)c2)Cc2cc(NC(=O)C3CCC3)ccc2N(C)C)cc1 | 14.7 | -5.9 | -5.8

Additional records follow:
SMILES | NPYLR7 ag | hcGAS lum | mcGAS lum
CCC(CC)(CC(=O)Nc1ccccc1CO)C(=O)O | -3.9 | 3.6 | x
CC(C)(CN1CCOCC1)CN1CC[C@@H](N2CCN(c3ccccc3F)CC2)[C@H](O)C1 | 24.1 | -10.8 | x
COc1cc(CN2C(=O)C(C)(C)ON=C2c2ccc3c(c2)OCO3)cc(OC)c1 | 4.4 | -0.8 | x
Cc1ccccc1-c1cnc(C(O)c2ccc(-c3ccccc3)cc2)[nH]1 (stereo not given) | -0.9 | -6.1 | x
CON(C)S(=O)(=O)c1ccc(NS(=O)(=O)c2cc(Cl)cc(Cl)c2)cc1 | 2.0 | 2.5 | x
c1ccc2c(c1)CCCC2C1=NCCN1 (stereo not given) | 0.0&-16.8&0.8&0.8 | -5.2&4.9&-0.1&-7.1&6.0 | -6.1&-6.0
CC(C)N1CCOC(Cc2nn3c(Cc4ccccc4)nnc3s2)C1 (stereo not given) | -0.1 | -7.3 | -11.3
COc1ccc(S(=O)(=O)N(CC(=O)N2CCOCC2)c2ccc(C)cc2)cc1OC | -5.1 | -2.3 | -9.3
COC(=O)c1ccccc1C=C1N=C(c2ccccc2OC)OC1=O | 17.2 | -8.7 | x
Nc1nc(C2CCCCC2)cs1 | 0.0 | -7.3 | x
CC(C)N1C(=O)c2ccccc2[C@@H](C(=O)NCCCN(C)c2ccccc2)[C@@H]1c1ccccc1 | 1.8 | -2.4 | -3.1
O=C(CCCSc1ccc(NC(=O)C2CC2)nn1)NCc1ccccn1 | -1.0 | -1.5 | -5.4
Cc1ccccc1-n1ncc(C(C)NC(=O)C2CCN(C(=O)N(C)C)CC2)c1C (stereo not given) | -1.6 | -3.2&-5.2 | -9.0
Cc1nn(Cc2ccccc2)c(C)c1CNC(=O)CN1CCCCC1 | 0.9 | -9.1 | -4.1
CN(C)C(=O)c1cc(CCc2ccccc2)ccc1O | -0.9 | -5.6 | x
CC(C)(C)c1ccc(C(=O)N2CCC2(C)C(=O)NCc2cccs2)cc1 (stereo not given) | 2.1 | -4.8 | -6.2
COc1ccccc1CN(Cc1cccc(C)c1)C(=O)CC1CCC(=O)N1 (stereo not given) | 2.6 | -2.3 | x
Cc1ccc(N=C2SC(C(=O)Nc3cccc(Cl)c3)CC(=O)N2C)cc1C (stereo not given) | 2.5 | 0.3 | x
COc1ccc(CCNC(=O)c2ccccc2N2CCC(NC(=O)c3cc(OC)cc(OC)c3)CC2)cc1 | 17.1 | 0.3 | -2.8
COc1ccc(C(=O)Nc2ccc(Cl)c(-c3nc4cc(Cl)ccc4o3)c2)cc1[N+](=O)[O-] | 3.8 | -3.3 | -6.5
CCC(=O)N(CC(=O)N1CCc2sccc2C1COc1ccc(C)cc1)C1CC1 (stereo not given) | -3.1 | -2.9 | -4.2
CC1CCc2c(sc(NC(=O)Cc3ccccc3)c2C(=O)Nc2cccc3ccccc23)C1 (stereo not given) | 0.4 | -5.5 | -8.3
O=C(CN1CSCC1=O)Nc1n[nH]c(-c2ccc3c(c2)CCC3)n1 | 1.2 | -3.4 | x
Clc1ccccc1-c1nnc(-c2ccc3c(c2)OCO3)o1 | 5.6 | -8.2 | x
COC(=O)C(C)n1c(=O)c2c(nc3n(-c4cc(C)cc(C)c4)c(C)c(C)n23)n(C)c1=O (stereo not given) | 0.1 | -6.1 | -9.1
NC(N)=NCc1cccc(I)c1 | -0.3&0.2 | -4.9&-0.1 | -0.5
CCN(C(=O)CCn1cc(C)cn1)C1CCOC(C)(C)C1 (stereo not given) | x | -9.2 | -6.3
O=C(NCc1cccs1)c1ccc(Br)cc1F | 1.7 | 0.0 | 1.3
CNc1nc(C(=O)N2CCC(CCC(=O)NCC3CCCO3)CC2)cs1 (stereo not given) | x | -12.1 | -6.1
CC(C)CC(C)OC(=O)c1ccc(CNC(N)=O)cc1 (stereo not given) | -1.1 | -7.5 | -14.5
Cc1csc2nc(CSc3nnc(-c4ccco4)o3)cc(=O)n12 | -2.2 | -5.6 | x
COCCOc1nc(-c2ccc(Cl)c(Cl)c2)n(-c2ccc(NC(=O)CCl)cc2)n1 | x | -10.6 | -5.7
CN1CCN(c2nc(N3CCN(CCO)CC3)nc3c2cnn3C)CC1 | x | -2.5 | -4.6
O=C1c2ccccc2C(=O)N1CCCCN(C(=O)c1ccccc1Cl)c1ccc(Cl)cc1 | -2.2 | -5.5 | -4.5
O=C(CSc1nc2c(c(=O)n1Cc1ccccc1)SCC2)Nc1nc2ccccc2s1 | -0.7 | -5.7 | -5.5
COc1ccc2c(c1)CC(NCc1csc(-c3cnccn3)n1)CC2 (stereo not given) | 6.1 | -3.2 | -9.2
c1ccc(CC2CN(Cc3ccccc3)CCN2)cc1 (stereo not given) | -2.5 | 2.3 | x
Cc1nc(CN2CCN(C(=O)N(C)C)[C@@H]3CS(=O)(=O)C[C@@H]32)n[nH]1 | x | -11.1 | -6.9
O=C(CN(C(=O)c1ccccc1)C1CC1)Nc1nc(CC(=O)N2CCN(c3ccccc3F)CC2)cs1 | x | -12.5 | -6.2
COc1cc(C=C2SC(=S)N(c3ccccc3)C2=O)cc(OC)c1OC | -5.0 | -5.7 | -5.6
CCOCCCn1c(SCc2ccc(Cl)cc2)nc2cc(S(=O)(=O)N3CCOCC3)ccc21 | 3.3 | -3.4 | -4.7
CCc1nc2c(OCc3cccc(Cl)c3)cccn2c1N(C)C(=O)c1ccco1 | 8.5 | -4.1 | -0.8
CCCC12CN3CC(C)(CN(C1)C31CCCCC1)C2=O | 7.5 | -4.0 | x
CC(=O)N(C)c1ccc(Nc2ccccc2)c2c1C(=O)c1ccccc1C2=O | 9.2 | -7.2 | -5.9
Cc1sc2c(c1C(=O)O)Nc1cc(Br)ccc1S2 | 5.8 | 8.7 | x
CCc1[nH]n(-c2cccc(Cl)c2)c(=O)c1C1=C([n+]2ccccc2)C(=O)N(Cc2ccc(F)cc2)C1=O | -4.7 | -10.0 | -7.3
O=c1c2c(nc(NCCCO)n1Cc1ccccc1)-c1ccccc1CC21CCCC1 | 3.3 | -11.3 | -4.4
Cc1cnc(-n2cnnc2)c(-c2ccnc3c2ccn3C)c1 | x | -2.6 | -12.1
C=CCN(CC(=O)N(CCc1ccc(OC)c(OC)c1)Cc1sccc1C)C(=O)c1ccc(Cl)c(Cl)c1 | -6.2 | -14.7 | -7.6
Cc1cc(C)c2c(c1)-c1cc(C)nn1C(c1ccc(O)cc1O)N2 (stereo not given) | -6.8 | 4.3 | x

Remaining list, next part.
SMILES | NPYLR7 ag | hcGAS lum | mcGAS lum
CN(CCOc1ccccc1)C(=O)c1c[nH]c(=O)[nH]c1=O | -1.1 | -0.3 | x
Cc1ccc(-n2c(CCC(=O)N3CCN(CCC#N)CC3)cc3c2-c2ccccc2OC3)c(F)c1 | -0.4 | -5.5 | -8.4
CCCn1c(Sc2ccccc2)nc2c1c(=O)[nH]c(=O)n2C | 7.1 | -6.4 | x
COc1ccc(NC(=O)C(C)(C)c2ccc(Cl)cc2)cc1OCC(N)=O | 4.5 | -3.0 | x
COc1ccc(C2CC(C(F)(F)F)n3nc(C(=O)NCCc4c[nH]c5ccccc45)cc3N2)cc1 (stereo not given) | -3.8 | -4.6 | x
CS(=O)(=O)N1CCN(c2ccc(-n3cccn3)nn2)CC1 | -1.7 | -1.5 | -1.9
